PvdQ inh = blocks Pseudomonas aeruginosa PvdQ acylase activity; purified PvdQ acylase, fluorescence plate reader; inhibition, % at 10 µM; AID 488965; 340,000 tested, 0.063% active; in the data active = inhibition above about 30%, passing the limit was not always enough; inconclusive = no clear call, values can overlap the other calls;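 also: 0% = vehicle neutral wells and 100% = reference inhibitor wells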
Keap1-Nrf2 PPI = inhibitors of human Keap1-Nrf2 protein-protein interaction. Keap1 Kelch-Nrf2 peptide fluorescence polarization, 1536-well. inhibition, % at 9.4 µM. 340,000 tested, 0.15% active. AID 504523; in the data active = inhibition above about 12%; inconclusive = no clear call, values can overlap the other calls; inactive = below about 7.3%;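 also: human Keap1 Kelch domain with fluorescein labeled Nrf2 9mer peptide probe; 0% = neutral control wells and 100% = peptide positive control; higher means more block of Keap1 binding to Nrf2 peptide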
PKA-R2B act = PKA-R2B complex activation | P22694+P31323 | PKA-R2B holoenzyme dissociation, Cy5-IP20 fluorescence polarization; R2B truncated from residue 108, S112A mutant; 0% DMSO only, 100% 113 µM cGMP | activation, % at 11.4 µM | 340,000 tested, 0.079% active;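 active = activation above a cutoff set at the mean over all compounds plus 3 SD, cut at about 18% in these data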;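 also: higher means more holoenzyme dissociation and a rise in polarization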
Arr AP2 block = human beta-arrestin and AP2 interaction inhibition. 340,000 tested, 0.31% active. inhibition, % at 10 µM. FITC-arrestin peptide / GST-AP2 beads, flow cytometry; AP2 beta2 appendage carries R879A mutation;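 active = inhibition above a set limit, near 3 SD of compounds lacking own fluorescence, cut at about 54% in these data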;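 also: plate controls were DMSO wells for no effect and 5 µM unlabelled arrestin peptide for full effect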
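Test system: GST-tagged AP2 beta2-adaptin appendage (R879A) on 4 µm glutathione beads; also added: fluorescein-tagged arrestin peptide at 50 nM final; timing: 12 min plus 1 h, RT; signal: flow cytometry, FL1 (488/535 nm); read-out: percent drop in bead-associated FITC signal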
RTF Ca sens inh = cardiac RTF calcium desensitization. 340,000 tested, 0.12% active. P19429+P45379. inhibition, % at 7.15 µM. IANBD-labeled cardiac RTF, Ca2+ fluorescence;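 active = inhibition above the mean inhibition of all tested compounds plus 3 SD, cut at about 17% in these data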;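 also: assay run at fixed EC70 calcium of 1.6 mM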
SR-BI HDL uptake = mouse SR-BI HDL lipid transfer inhibition; Q61009; ldlA[mSR-BI] CHO cells, DiI-HDL uptake fluorescence, 3 h; inhibition, % at 12.5 µM; 320,000 tested, 0.96% active; AID 488896;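 active = mean replicate inhibition of at least 70% and a set share of replicates each scoring 70 or more; inconclusive = meets just one of the two criteria; inactive = fails both criteria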;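 also: 0% = median of neutral control wells and 100% = median of positive control wells; values of inactives mirror those of a sister screen read the other way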
DAGLB inhibitor = diacylglycerol lipase beta (human) inhibition | Q8NCG7 | HEK293T DAGLB membrane lysate, EnzChek fluorogenic substrate | inhibition, % at 5.17 µM | 340,000 tested, 0.059% active | AID 504411; in the data active = inhibition above about 34%;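 also: 0% = enzyme with vehicle and 100% = wells lacking enzyme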
Target sequence (Q8NCG7 whole entry, looked up): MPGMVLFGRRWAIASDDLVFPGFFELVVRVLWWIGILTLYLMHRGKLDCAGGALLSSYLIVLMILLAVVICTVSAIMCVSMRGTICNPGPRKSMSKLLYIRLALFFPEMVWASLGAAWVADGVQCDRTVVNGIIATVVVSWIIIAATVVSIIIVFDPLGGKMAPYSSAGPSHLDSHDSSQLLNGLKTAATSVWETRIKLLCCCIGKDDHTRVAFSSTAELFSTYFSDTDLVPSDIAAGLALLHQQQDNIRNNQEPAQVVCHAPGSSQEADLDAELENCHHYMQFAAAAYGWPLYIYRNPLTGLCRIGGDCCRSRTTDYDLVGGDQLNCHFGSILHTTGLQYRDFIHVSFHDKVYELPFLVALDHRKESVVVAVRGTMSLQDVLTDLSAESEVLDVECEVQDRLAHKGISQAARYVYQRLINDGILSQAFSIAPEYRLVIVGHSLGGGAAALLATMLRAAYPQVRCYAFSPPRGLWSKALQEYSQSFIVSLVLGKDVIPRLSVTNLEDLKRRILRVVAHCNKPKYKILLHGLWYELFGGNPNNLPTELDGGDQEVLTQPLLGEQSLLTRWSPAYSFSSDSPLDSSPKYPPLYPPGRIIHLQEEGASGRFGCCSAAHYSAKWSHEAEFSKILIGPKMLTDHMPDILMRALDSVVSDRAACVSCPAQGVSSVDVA
LANA DNA inh = blocks KSHV LANA C-terminal domain binding to DNA; 340,000 tested, 0.078% active; inhibition, % at 9 µM; MBP-C-LANA/FAM-LBS DNA binding, fluorescence polarization;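 active = highest replicate inhibition at or above 60% at 9 µM, even if other replicates fall short; inactive = all replicates below 60% inhibition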;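 also: 0% = neutral control wells and 100% = 4 µM acridine orange control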
NSD2 HMT inh = inhibitors of human histone methyltransferase NSD2; O96028; NSD2 peptide methylation, AlphaScreen, 120 min; inhibition, % at 12.5 µM; 310,000 tested, 0.54% active; in the data active = inhibition above about 50%
SR-BI uptake up = SR-BI HDL lipid transfer activation | AID 504775 | activation, % at 12.5 µM | 320,000 tested, 0.096% active | CHO ldlA[mSR-BI] cells, DiI-HDL uptake fluorescence, 3 h; 100 = double the neutral-control signal;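 active = mean replicate activation of at least 60% and every replicate at or above 60%; inconclusive = mean or all-replicate condition met, but not both; inactive = mean below 60% and not all replicates reaching 60%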;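 also: 0% = median plate neutral-control signal and 100% = twice that signal; values of inactives mirror those of a sister screen read the other way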
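Test system: SR-BI-overexpressing, LDLR-lacking CHO cells. Measured by: DiI fluorescence, bottom read. Medium: Ham's F12 with 0.5% BSA, HEPES 25 mM, pH 7.4. Timing: 3 h uptake period with compound, 37 °C.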
Numbers without * were called inactive; ? = inconclusive; · = no result given. This is a random part of the collection; about 2.1% have a hit in one of these screens.

SMILES	PvdQ inh	Keap1-Nrf2 PPI	PKA-R2B act	Arr AP2 block	RTF Ca sens inh	SR-BI HDL uptake	DAGLB inhibitor	LANA DNA inh	NSD2 HMT inh	SR-BI uptake up
C=CCn1c(COc2cccc(C)c2)nnc1SCC(=O)NC(=O)NCc1ccco1	-4	0	-11	5	3	26	7	-1.1	0	-26
c1ccc(CCNc2c3c(nc4ncnn24)CCC3)cc1	-14	3	-6	-11	-3	7	-2	-0.1	1	-7
O=C(COc1ccccc1O)NCCN1CCOCC1	5	-1	0	-4	-11	·	-3	0.0	52*	·
O=C(CCCC(=O)OCC(Cl)=C(Cl)Cl)Nc1ccccc1F	3	1	-9	19	-1	-20	-5	0.0	-3	20
CCC(C)c1ccc2oc(-c3ccc(NC(=O)c4ncn[nH]4)cc3)nc2c1 (configuration not stated)	-21	1	-1	-7	-10	9	3	1.2	1	-9
COc1ccccc1Nc1nc(N)nc(CSc2nccn2C)n1	-26	-5	1	-2	-5	-16	3	-0.5	0	16
CC(C)n1c(O)c(N=NC(=O)C2COc3ccccc3O2)c2ccccc21 (configuration not stated)	-6	-5	-13	-13	-7	14	-4	-0.3	1	-14
Cc1csc(NC(CO)c2nc3ccccc3n2CCOCCO)n1 (configuration not stated)	-6	-6	1	-2	-3	-4	-1	0.1	·	4
CCc1c(C)[nH]c(=S)c(C#N)c1C	-8	-1	13	27	-6	8	0	0.7	-1	-8
O=C1CCN(Cc2ccccc2)CCN1[C@H](CSc1ccccc1)c1ccccc1	-9	2	7	5	-6	-28	3	2.5	·	28
CSc1ccccc1C(=O)NC1CCCc2ccccc21 (configuration not stated)	21	5	2	9	-2	·	-1	-0.6	-1	·
O=C(Nc1ccc(Cl)cc1)Nc1ccccc1Sc1ncc([N+](=O)[O-])s1	-8	-3	-4	2	-4	30	6	0.0	2	-30
Cc1cc(C(=O)NC2CCCCC2)c(C)n1-c1ccc(F)cc1	6	-3	1	37	-9	-9	-1	0.8	1	9
COC(=O)C1(C)NC(c2ccc(O)cc2)C2C(=O)N(c3ccc(C)cc3)C(=O)C21 (configuration not stated)	-16	-2	10	-3	-3	-5	-2	-1.9	0	5
CC(C)=N/N=C(\N)SCc1ccccc1	-14	5	10	-34	-1	-9	-8	-5.6	-3	9
O=C(Nc1ccc(Cl)cc1)N1CCN(c2ccccc2)CC1	-16	-1	0	12	-6	13	-5	-2.5	0	-13
CCO[C@@H]1OC(C(=O)N2CCCCCCC2)=C[C@H](c2cn(C(C)=O)c3ccccc23)[C@H]1CCCO	0	-3	-1	17	0	-14	-3	0.6	·	14
CCCOc1ccc(N2C(=O)CC(N3CCOCC3)C2=O)cc1 (configuration not stated)	-9	-2	-14	5	-14	-36	2	-0.2	-2	36
CC(=O)N1c2ccc(Cl)cc2C2C=CCC2C1c1cccc2ccccc12 (configuration not stated)	-9	-1	0	-5	-31	-24	0	-1.3	·	24
O=C(NCc1ccc(F)cc1)Nc1cccc([N+](=O)[O-])c1	-17	-3	0	10	-8	23	-1	1.0	0	-23
COc1ccccc1NC(=S)N1CCCC1	8	0	1	6	-15	-8	1	-2.5	15	8
COC(=O)C(CO)NC(=O)C1CCCN1C(=O)CNC(=O)OCc1ccccc1 (configuration not stated)	3	2	1	17	-2	16	1	-1.7	2	-16
CCc1ccc2c(c1)C1(NN=C(c3cccc4ccccc34)S1)C(=O)N2 (configuration not stated)	14	3	-10	7	7	?	23	-1.0	39	-71
CCCCNC(=O)N1CCN(Cc2ccc(F)cc2)CC1	-4	-2	-7	1	-13	10	2	1.4	3	-10
C=C(C)c1cccc(C(C)(C)NC(=O)Nc2nncs2)c1	-10	-3	-10	-5	7	14	-1	-1.5	1	-14
O=C(Nc1ccc(F)cc1)c1cc2ccccc2o1	4	4	-6	-4	-2	-10	-4	5.6	-5	10
CC(=NCCCn1ccnc1)c1c(C)[nH]n(-c2ccc([N+](=O)[O-])cc2)c1=O	-9	-3	-5	-5	1	9	-1	-1.4	0	-9
COc1ccc(S(=O)(=O)NC(C)C(=O)NCc2cccnc2)cc1Cl (configuration not stated)	-16	-3	-3	-6	-7	·	1	-2.6	1	·
Clc1ccc2c(c1)C1OCCC1C(c1ccco1)N2 (configuration not stated)	-7	-18	-7	2	-5	24	-1	2.7	6	-24
Cc1ccc(OCCOCCN2CCN(C)CC2)c(C(C)(C)C)c1	-6	-1	-8	-6	-4	3	0	-1.3	3	-3
O=C(OCc1ccc([N+](=O)[O-])cc1)c1cc(S(=O)(=O)N2CCCCC2)ccc1N1CCOCC1	-10	-5	0	-1	-2	-23	-1	-2.7	-2	23
Cc1nn(-c2ccccc2)c(C)c1/C=N/NC(=O)c1cc(C(C)(C)C)[nH]n1	-3	-4	-7	-2	0	67	-1	0.6	-2	-67
FC(F)(F)c1nc2ccccc2[nH]1	-5	2	·	-7	·	-2	·	1.2	-3	2
COc1ccc(-c2ccc(C#N)c(SCC(=O)NCCc3ccccc3)n2)cc1OC	-29	-6	-3	1	-4	26	-1	1.4	·	-26
CC(C)C(C)NC(=O)CSc1nnc(-c2c[nH]c3ccccc23)o1 (configuration not stated)	-3	2	-4	35	4	1	0	3.4	2	-1
Cc1cccc2nc(C(F)(F)F)nc(=O)n12	-12	-3	0	7	-8	-54	0	-0.8	-1	54
CCOc1ccccc1NC(=O)CCS(=O)(=O)c1cccc2nonc12	-7	3	5	19	5	40	0	-0.7	·	-40
CCc1ccc(C(=O)COC(=O)CNC(=O)Cc2ccccc2)cc1	9	3	-7	37	3	-5	-4	-0.8	1	5
C/[N+]([O-])=C1\Cc2ccccc2C1=O	-5	0	-1	1	-11	-1	0	0.4	61*	1
Oc1ccccc1NCC(O)Cn1ccc2ccccc21 (configuration not stated)	-7	-1	-3	39	-11	-14	7	0.3	9	14
CCCCN1C(=O)N(C)C2C1N(C)C(=O)N2CCCC (configuration not stated)	-12	3	-8	-1	5	-16	2	-0.8	-1	16
CCCN1CNc2c(c(=O)[nH]c(=S)n2-c2ccccc2Cl)C1	-8	0	-4	-5	-8	-23	0	-0.8	-1	23
Cn1c(SCC(N)=O)nnc1C1CCN(C(=O)NC2CCCCC2)CC1	-9	-2	7	-1	-14	5	-2	-2.2	4	-5
c1ccc(Oc2cccc(NC3=NCCC3)c2)cc1	-8	0	5	-9	-5	-5	0	-1.3	13	5
CCOC(=O)C1=C(c2ccccc2)NC(SC)=C(C#N)C1c1cccnc1 (configuration not stated)	3	-4	-6	9	7	-7	-2	-0.1	-2	7

Another view of part of the listing above.
canonical_smiles,PvdQ inh,Keap1-Nrf2 PPI,PKA-R2B act,Arr AP2 block,RTF Ca sens inh,SR-BI HDL uptake,DAGLB inhibitor,LANA DNA inh,NSD2 HMT inh,SR-BI uptake up
O=C(OCc1ccc([N+](=O)[O-])cc1)c1cc(S(=O)(=O)N2CCCCC2)ccc1N1CCOCC1,-10,-5,0,-1,-2,-23,-1,-2.7,-2,23
Cc1nn(-c2ccccc2)c(C)c1/C=N/NC(=O)c1cc(C(C)(C)C)[nH]n1,-3,-4,-7,-2,0,67,-1,0.6,-2,-67
FC(F)(F)c1nc2ccccc2[nH]1,-5,2,·,-7,·,-2,·,1.2,-3,2
COc1ccc(-c2ccc(C#N)c(SCC(=O)NCCc3ccccc3)n2)cc1OC,-29,-6,-3,1,-4,26,-1,1.4,·,-26
CC(C)C(C)NC(=O)CSc1nnc(-c2c[nH]c3ccccc23)o1 (configuration not stated),-3,2,-4,35,4,1,0,3.4,2,-1

Remaining list, next part:
SMILES	PvdQ inh	Keap1-Nrf2 PPI	PKA-R2B act	Arr AP2 block	RTF Ca sens inh	SR-BI HDL uptake	DAGLB inhibitor	LANA DNA inh	NSD2 HMT inh	SR-BI uptake up
C=CCOc1ccccc1/C=c1\sc2nc(=O)c(C)nn2c1=O	-4	-1	-2	11	5	-15	13	5.4	5	15
O=C(C1CC1)N1CCc2cc(S(=O)(=O)NCCCN3CCCCC3)ccc21	-11	1	-3	30	-10	5	1	2.4	8	-5
O=c1ccc(-c2ccc(S(=O)(=O)N3CCCCC3)o2)n[nH]1	4	-1	-5	34	-6	-30	-3	0.2	-1	30
Cc1nnsc1C(=O)NNC(=O)c1cccc2ccccc12	-21	1	0	-7	-5	-14	0	-0.8	9	14

Four compounds out of the list above, arranged by their value in PKA-R2B act, smallest number first.
SMILES | PvdQ inh | Keap1-Nrf2 PPI | PKA-R2B act | Arr AP2 block | SR-BI HDL uptake | DAGLB inhibitor | LANA DNA inh | NSD2 HMT inh | SR-BI uptake up
O=C(CCCC(=O)OCC(Cl)=C(Cl)Cl)Nc1ccccc1F | 3 | 1 | -9 | 19 | -20 | -5 | 0.0 | -3 | 20
Cc1nn(-c2ccccc2)c(C)c1/C=N/NC(=O)c1cc(C(C)(C)C)[nH]n1 | -3 | -4 | -7 | -2 | 67 | -1 | 0.6 | -2 | -67
O=C(OCc1ccc([N+](=O)[O-])cc1)c1cc(S(=O)(=O)N2CCCCC2)ccc1N1CCOCC1 | -10 | -5 | 0 | -1 | -23 | -1 | -2.7 | -2 | 23
COC(=O)C(CO)NC(=O)C1CCCN1C(=O)CNC(=O)OCc1ccccc1 (configuration not stated) | 3 | 2 | 1 | 17 | 16 | 1 | -1.7 | 2 | -16
